MITF primary: human MITF inhibition, primary screen; O75030; AlphaScreen MITF homodimerization, bead proximity signal; inhibition, % at 2.6 µM; 650,000 tested, 0.91% active; in the data active = inhibition above about 50%;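 note: 0% = vehicle wells with protein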
GPR151 ag: activators of human GPR151; PathHunter beta-arrestin GPR151 cells, luminescence; Q8TDV0; 650,000 tested, 1% active; activation, % at 11.2 µM; in the data active = activation above about 4.9%;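 note: 0% = median of compound wells and 100% = cells with positive control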
Target sequence (Q8TDV0 whole entry, looked up): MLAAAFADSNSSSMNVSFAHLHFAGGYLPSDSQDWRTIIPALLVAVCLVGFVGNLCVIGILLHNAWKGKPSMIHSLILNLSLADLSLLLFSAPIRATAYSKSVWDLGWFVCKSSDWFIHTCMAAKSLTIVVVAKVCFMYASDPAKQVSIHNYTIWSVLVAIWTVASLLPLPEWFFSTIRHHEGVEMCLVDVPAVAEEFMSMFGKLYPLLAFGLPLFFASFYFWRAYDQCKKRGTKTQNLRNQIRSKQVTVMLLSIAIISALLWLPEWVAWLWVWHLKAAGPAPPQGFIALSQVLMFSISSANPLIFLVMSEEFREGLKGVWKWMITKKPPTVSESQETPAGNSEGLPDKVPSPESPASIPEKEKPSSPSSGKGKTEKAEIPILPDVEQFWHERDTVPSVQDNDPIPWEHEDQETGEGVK
TEAD-YAP inh: TEAD-YAP interaction inhibition | HEK-TIYL cells, TEAD-Gal4/YAP UAS-luciferase luminescence | inhibition, % at 9.12 µM | 640,000 tested, 1.4% active | AID 1259422; in the data active = inhibition above about 32%;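 note: 0% = median of test compound wells and 100% = reference inhibitor wells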
FBW7 activator: activators of human E3 ligase FBW7. AID 1259310. 650,000 tested, 0.13% active. AlphaScreen FBW7–phospho-cyclin E peptide binding, activator screen. normalized activity (activation), % at 26.1 µM; in the data active = normalized activity above about 1.9%;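 note: purified mutant Fbw7 with reduced substrate affinity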
Target sequence (Q969H0 whole entry, looked up): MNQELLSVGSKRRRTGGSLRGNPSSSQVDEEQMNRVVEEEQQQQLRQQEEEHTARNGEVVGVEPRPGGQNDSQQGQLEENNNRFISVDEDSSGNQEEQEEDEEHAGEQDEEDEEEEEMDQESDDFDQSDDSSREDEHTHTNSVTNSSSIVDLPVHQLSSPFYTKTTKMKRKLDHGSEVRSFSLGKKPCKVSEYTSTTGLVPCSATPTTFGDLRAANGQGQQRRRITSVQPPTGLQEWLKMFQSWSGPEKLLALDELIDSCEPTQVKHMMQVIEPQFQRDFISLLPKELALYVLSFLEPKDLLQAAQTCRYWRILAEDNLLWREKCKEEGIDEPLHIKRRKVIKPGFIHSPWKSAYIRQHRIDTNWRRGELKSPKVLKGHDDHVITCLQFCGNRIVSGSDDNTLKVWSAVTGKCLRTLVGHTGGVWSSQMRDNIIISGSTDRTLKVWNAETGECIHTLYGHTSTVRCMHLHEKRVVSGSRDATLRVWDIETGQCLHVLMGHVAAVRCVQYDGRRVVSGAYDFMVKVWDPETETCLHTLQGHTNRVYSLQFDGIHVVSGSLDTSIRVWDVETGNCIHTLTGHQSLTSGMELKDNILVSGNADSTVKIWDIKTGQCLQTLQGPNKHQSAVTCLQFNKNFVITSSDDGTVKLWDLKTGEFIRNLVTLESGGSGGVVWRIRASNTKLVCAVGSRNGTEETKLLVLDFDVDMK
* marks the source's active call; other numbers are inactive results; & = joins results of further samples.

SMILES	MITF primary	GPR151 ag	TEAD-YAP inh	FBW7 activator
CCC1Sc2cc(S(=O)(=O)CCC(=O)NC3CCCCCCC3)ccc2NC1=O (centres undefined)	5	-3.2	20	-0.2
CCOc1cc(/C=C2/NC(=O)NC2=O)ccc1OCc1cccc(C)c1	6	0.0	-9	0.0
Cc1ccc(NS(=O)(=O)c2cc(C(=O)O)ccc2F)cc1	-10	0.5	2	-0.1
COc1cccc(Cn2nnc(C(=O)Nc3ccc(Br)cc3)c2N)c1	-18	-0.6	-4	0.0
Cc1oc2cc3c(C(=O)N4CCN(C)CC4)c(C)oc3cc2c1C(=O)N1CCN(C)CC1	17	-0.1	4	0.5
O=C(c1ccccc1)N1CCc2c(F)c(F)c(F)c(F)c21	16	-2.5	-2	0.1
COC(CNc1cc(=O)n(C)c(=O)n1Cc1cc(C)cc(C)c1)OC	-1	-1.3	5	-0.1
O=C(Nc1ccc(Cl)c([N+](=O)[O-])c1)/C(=C\c1ccc2c(c1)OCO2)NC(=O)c1ccccc1Cl	21	-0.9	3	0.2
COc1ccccc1N(C(=O)Nc1ccc(Cl)cc1)C(C)C1CC1 (centres undefined)	-5	-0.4	-9	0.1
COc1ccc(C2C(C(C)=O)=C(C)N=c3s/c(=C\c4ccccc4OC)c(=O)n32)c(OC)c1 (centres undefined)	2	1.6	-1	-0.2
Cc1nc2ccc(NC(=O)CS(=O)(=O)c3ccccc3)cc2s1	4	0.0	-32	0.0
O=C1CC(c2cccc([N+](=O)[O-])c2)c2c(ccc3ccccc23)N1 (centres undefined)	-5	1.2	61*	-0.1
CC1(C)NC(=O)N(CC(O)COc2ccc(I)cc2)C1=O (centres undefined)	14	1.2	-1	0.0
CN(C(=O)c1ccc2c(c1)C(=O)c1ccccc1-2)c1ccc([N+](=O)[O-])cc1	17	1.5	3	0.6
CCN(CC)C(=O)N1CCN(C)CC1	1&9	1.7&0.8&-0.7	0	-0.2&0.0
CCOc1ccccc1N1CCN(S(=O)(=O)c2ccccc2)CC1	10	0.2	5	-0.1
COCCNC(=O)CCC(=O)Nc1ccc2nc(N3CCN(C)CC3)cc(C)c2c1	-6	-0.3	1	0.6
Cc1ccc(NC(=O)N2CCCC2C(=O)Nc2cccc(C)c2)cc1 (centres undefined)	-1	-0.6	0	0.0
Cc1ccc(OCc2nc(SCC(=O)N3CCc4ccccc43)n[nH]2)cc1	-4	-1.7	-2	-0.2
Cc1ccc(C(=O)Nc2ccc(-c3nc4cc(C(C)C)ccc4o3)cc2)cc1[N+](=O)[O-]	4	1.1	11	-0.2
O=S(=O)(c1ccc(NC(=S)NC2CCCCC2)cc1)N1CCOCC1	8	1.6	5	-0.3
COc1ccccc1NC(=O)c1c(NC(=O)C(C)(C)C)sc2c1CCC(C)C2 (centres undefined)	8	0.5	-12	-0.1
CCNc1nc(NCC)n2c(SCC(=O)c3cccc(OC)c3)nnc2n1	8	-1.7	-6	0.0
O=C(C1CCCN1S(=O)(=O)c1cccc2nsnc12)N1CCc2ccccc2C1 (centres undefined)	-15	1.8	2	0.1
CCOC(=O)c1cc2c(=O)n(C)c(=O)n(C)c2nc1N	3	0.1	2	0.2

Going on with the list:
SMILES	MITF primary	GPR151 ag	TEAD-YAP inh	FBW7 activator
CC1(C)CC(=O)C2=C(C1)OC(N)=C(C#N)C2c1ccc(F)c(F)c1 (centres undefined)	16	1.0	-8	-0.1
Cc1ccnc(NC(=O)NC(=O)N(C2CCCCC2)S(C)(=O)=O)c1	-1	1.1	-10	0.0
O=C1C2=C(SCCS2)C(=O)N1CCCO	-1	-0.1	0	-0.2
COc1ccc(C(=O)OCc2csc(-c3ccccc3)n2)c(OC)c1	-9	-0.7	-15	0.0
O=C(Nc1ccccc1)c1nc[nH]c1C(=O)O	16	0.3	-4	-0.1
O=C(Cn1c(CO)nc2ccccc21)NCCc1ccccc1	-10	0.6	4	0.0
CCN1CNC(=S)N(C(C)c2ccccc2)C1 (centres undefined)	8	-0.2	-2	-0.1
Cc1cc(C)cc(CN2CCc3nnc(CCNC(=O)c4ccc(F)cc4)n3CC2)c1	0	-1.3	14	-0.1
Cc1nc2nc(NCc3cccc(Br)c3)[nH]n2c(=O)c1Cl	23	1.5	-7	0.9
CCOC(=O)Cn1c(C(=O)OCC)cc2oc(C)cc21	1	-1.5	-1	-0.1
Fc1ccc(-c2cnc(NCCCn3ccnc3)nc2)cc1	12	-0.2	4	-0.1
CCCCSc1nnc2c(n1)OC(C1CC=C(CCC=C(C)C)CC1C)Nc1ccccc1-2 (centres undefined)	-1	3.0	-4	-0.3
CC(=O)c1c(C)nc2n(/N=C/c3ccc([N+](=O)[O-])cc3)c3ccccc3n12	-1	-1.1	2	0.0
N#CC1=C(N)NC(SCC(=O)Nc2ccccc2)=C(C#N)C12CCCCC2	14	-0.2	3	0.0
CC(NC(=O)c1ccccc1[N+](=O)[O-])c1ccc(Br)cc1 (centres undefined)	6	1.4	-1	0.3
O=C(CSc1nc2ccccc2c(=O)n1CC1COc2ccccc2O1)NCCC1=CCCCC1 (centres undefined)	8	0.2	-5	0.1
Cc1ccc(C(=O)NC(=S)Nc2ccc(N3CCOCC3)c(Cl)c2)cc1	-10	0.6	-3	-0.1
COc1cc(C(=O)CC2OC(=O)c3ccccc32)cc(OC)c1OC (centres undefined)	6	0.4	-1	-0.2
CN1CC(=O)N2CCN(Cc3ccsc3)C[C@@H]2C1=O	-3	1.9	-12	0.0
CCOC(=O)N1CCc2c(sc(NC(C)=O)c2C(=O)Nc2cc(OC)ccc2OC)C1	1	2.0	10	-0.3
Cc1ccc(Cl)cc1NC(=O)c1cc(Br)ccc1Cl	-4	0.8	-5	-0.1
Cc1sc2nc(C(C)C)n3c(=O)n(Cc4cscn4)nc3c2c1C	0	1.5	3	-0.1
O=c1c(O[C@@H]2O[C@H](CO)[C@@H](O)[C@H](O)[C@H]2O)c(-c2ccc(O)c(O)c2)oc2cc(O)cc(O)c12	61*	1.1	-2	-0.3
Nc1c(C(=O)NCc2cccs2)sc2nc3cc4c(cc3cc12)OCO4	-2	-0.9	-54	0.1
COC(=O)c1cccc(C(=O)Nc2cc([N+](=O)[O-])ccc2C)n1	1	0.0	-8	0.2

Continued:
SMILES	MITF primary	GPR151 ag	TEAD-YAP inh	FBW7 activator
S=C(NC1c2ccccc2Oc2ccccc21)NC1c2ccccc2Oc2ccccc21	1	-0.1	-12	-0.2
C=CCOc1ccc(C2Oc3nc(SC)nnc3-c3ccccc3N2C(=O)CCC)cc1 (centres undefined)	7	-0.4	-6	0.0
CCOC(=O)c1c(NC(=O)C(C)Sc2nnc(CNC(=O)Cc3ccc(OC)cc3)n2CCc2ccccc2)sc2c1CCC2 (centres undefined)	9	1.1	0	0.3
COc1nn(C)cc1C(=O)N(CC1CCCO1)c1nc2c(Cl)cccc2s1 (centres undefined)	18	-0.6	-5	0.6
c1ccc(Oc2cccc(CN3CCc4nncn4CC3)c2)cc1	3	0.2	7	0.2
N/C(=N\OC(=O)c1ccccc1Br)c1ccncc1	1	-2.2	-44	0.1
COc1ccccc1C1CC(=O)Nc2c1ccc1ccccc21 (centres undefined)	14	-0.8	0	0.2
O=C(Nc1cccc2ccccc12)c1ccc(NC(=O)c2cc([N+](=O)[O-])ccc2Br)cc1	20	-0.2	14	0.9
CCC(C)(NC(=O)CNC(=O)c1ccccc1)C(=O)NC1CCCCC1 (centres undefined)	16	-1.1	10	-0.1
COc1ccc(-c2ccc(/C=N/NC(=O)c3cccnc3)o2)c([N+](=O)[O-])c1	2	0.5	0	-0.1
C=CCSc1nnc(NC(=O)CSc2nc3ccc(OC)cc3[nH]2)s1	1	-1.1	-5	0.1
COc1ccc(Nc2nc(-c3cc4cc(Cl)ccc4oc3=O)cs2)cc1OC	2	1.3	4	-0.2
Cc1cc(C)c2c(n1)sc1c(=O)n(Cc3ccccc3Cl)nnc12	0	0.8	-4	-0.4
COc1cc(N)c(Cl)cc1C(=O)OCC(=O)N(C)C	4	-0.5	6	-0.1
Cc1csc(SCC(=O)NCc2cccs2)n1	2	0.1	3	0.6
O=S(=O)(c1ccc(NC(=S)NCc2ccc(F)cc2)cc1)N1CCOCC1	15	1.7	12	0.2
O=C(OCC(=O)N1CCN(C(=O)COC(=O)c2ccncc2)CC1)c1ccncc1	-15	-1.7	-3	-0.1
C=CCOc1ccc(CNc2n[nH]c3nc(C)cc(C(F)(F)F)c23)cc1	10	-1.7	-1	0.6
O=C1C2CC=C(Cl)CC2C(=O)N1CC[n+]1ccccc1 (centres undefined)	0	-0.4	2	-0.2
CC(C)CNC(=O)CC(=O)N/N=C/c1cccc(Cl)c1	-6	4.0	9	-0.1
CNC(=O)c1ccc(CSc2ccc(Cl)cc2)cc1	2	0.2	-20	0.0
O=C(NNC(=O)c1nn(-c2ccc(Cl)cc2)cc1O)c1ccccc1F	28	0.6	15	-0.4
COc1ccc(-c2nc3ccc(C(=O)NCCc4ccc(Cl)cc4)cc3nc2-c2ccc(OC)cc2)cc1	6	0.8	2	0.1
CC(C)[C@H]1CN(Cc2ccco2)CCN1Cc1nnnn1Cc1ccc(F)cc1	2	2.1	19	-0.1
O=C(Nc1nc2ccccc2s1)C1CC(=O)N(c2ccccc2Cl)C1 (centres undefined)	-4	0.5	6	-0.3

Additional entries follow.
SMILES	MITF primary	GPR151 ag	TEAD-YAP inh	FBW7 activator
COC(=O)C1=C(N)N(c2ccc(F)cc2)C2=C(C(=O)CC(C)(C)C2)C1c1ccc(Cl)cc1 (centres undefined)	20	0.5	2	0.3
Cc1ccccc1N1C(=O)/C(=C/c2ccc(-c3cc(Cl)ccc3Cl)o2)C=C1c1ccccc1	-1	-0.1	9	0.0
CC(NS(=O)(=O)c1ccc(OCC(=O)NCc2ccccc2)cc1)c1ccccc1 (centres undefined)	4	2.1	13	-0.4
O=C(NCCCO)/C(=C\c1ccc(Cl)cc1)NC(=O)c1ccco1	8	-0.3	-5	-0.1
COC(=O)c1ccc(Oc2c(F)c(F)nc(N3CCCCC3)c2F)cc1	5	-0.1	-3	0.1
COC(=O)c1ccc2c(=O)[nH]c(CN3c4ccccc4CC3C)nc2c1 (centres undefined)	-3	2.1	8	0.0
Cc1cc(NC(=O)CN(c2c(C)cccc2C)S(C)(=O)=O)ccc1Br	10	-0.6	-3	0.0
COc1ccc(-n2nc3cc(C)c(NC(=O)COc4ccc(Br)cc4)cc3n2)cc1	6	-0.3	9	-0.1
CCOc1ccccc1N(C)C(=O)NCc1noc2ccccc12	-4	0.4	-3	0.2
COc1ccc2c(c1OC)C(=O)OC2Nc1nc2c(s1)CCCC2 (centres undefined)	14	-0.4	-9	0.1
Nc1nonc1-n1nnc(C(=O)N/N=C/c2ccc3ccccc3c2)c1-c1ccccc1	-11	1.8	-12	0.0
Cc1cccc(C)c1NC(=S)N1CCCCC1CO (centres undefined)	11	1.1	-9	-0.1
CC(C)(C)n1nc2c(c1NC(=O)c1cccc(Br)c1)CS(=O)(=O)C2	-2	1.4	3	-0.1
Cc1sc(NC(=O)C2(C)CC2(Cl)Cl)c(C#N)c1C (centres undefined)	7	0.8	-1	-0.1
CCC(C)C(NC(=O)C(CC(C)C)NC(=O)OC(C)(C)C)C(=O)NC(CCC(=O)OCc1ccccc1)C(N)=O (centres undefined)	0	0.4	8	0.1
CC1=C(C(=O)OC(C)C)C(c2ccc(Cl)c(Cl)c2)C2=C(CC(c3ccccc3)CC2=O)N1 (centres undefined)	6	1.5	9	0.3

Filtered by structure, the compounds so far containing an aryl methoxy group (18)
SMILES	MITF primary	GPR151 ag	TEAD-YAP inh	FBW7 activator
COc1cccc(Cn2nnc(C(=O)Nc3ccc(Br)cc3)c2N)c1	-18	-0.6	-4	0.0
COc1ccccc1N(C(=O)Nc1ccc(Cl)cc1)C(C)C1CC1 (centres undefined)	-5	-0.4	-9	0.1
COc1ccc(C2C(C(C)=O)=C(C)N=c3s/c(=C\c4ccccc4OC)c(=O)n32)c(OC)c1 (centres undefined)	2	1.6	-1	-0.2
COc1ccccc1NC(=O)c1c(NC(=O)C(C)(C)C)sc2c1CCC(C)C2 (centres undefined)	8	0.5	-12	-0.1
CCNc1nc(NCC)n2c(SCC(=O)c3cccc(OC)c3)nnc2n1	8	-1.7	-6	0.0
COc1ccc(C(=O)OCc2csc(-c3ccccc3)n2)c(OC)c1	-9	-0.7	-15	0.0
COc1cc(C(=O)CC2OC(=O)c3ccccc32)cc(OC)c1OC (centres undefined)	6	0.4	-1	-0.2
CCOC(=O)N1CCc2c(sc(NC(C)=O)c2C(=O)Nc2cc(OC)ccc2OC)C1	1	2.0	10	-0.3
CCOC(=O)c1c(NC(=O)C(C)Sc2nnc(CNC(=O)Cc3ccc(OC)cc3)n2CCc2ccccc2)sc2c1CCC2 (centres undefined)	9	1.1	0	0.3
COc1nn(C)cc1C(=O)N(CC1CCCO1)c1nc2c(Cl)cccc2s1 (centres undefined)	18	-0.6	-5	0.6
COc1ccccc1C1CC(=O)Nc2c1ccc1ccccc21 (centres undefined)	14	-0.8	0	0.2
COc1ccc(-c2ccc(/C=N/NC(=O)c3cccnc3)o2)c([N+](=O)[O-])c1	2	0.5	0	-0.1
C=CCSc1nnc(NC(=O)CSc2nc3ccc(OC)cc3[nH]2)s1	1	-1.1	-5	0.1
COc1ccc(Nc2nc(-c3cc4cc(Cl)ccc4oc3=O)cs2)cc1OC	2	1.3	4	-0.2
COc1cc(N)c(Cl)cc1C(=O)OCC(=O)N(C)C	4	-0.5	6	-0.1
COc1ccc(-c2nc3ccc(C(=O)NCCc4ccc(Cl)cc4)cc3nc2-c2ccc(OC)cc2)cc1	6	0.8	2	0.1
COc1ccc(-n2nc3cc(C)c(NC(=O)COc4ccc(Br)cc4)cc3n2)cc1	6	-0.3	9	-0.1
COc1ccc2c(c1OC)C(=O)OC2Nc1nc2c(s1)CCCC2 (centres undefined)	14	-0.4	-9	0.1
